Source: PubChem
HPDE-C7 viability – cytotoxicity in HPDE-C7 cells, cell-based, fluorescence, HTS (AID 430); HPDE-C7 pancreatic duct cells viability, fluorescence; higher % means a stronger effect; one-dose cytotoxicity, % at 10 µM; EC50 in µM for titrated hits; 63,000 tested, 1.8% active;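 also: cells exposed to compound for 48 hours before viability readout; 0% = vehicle and 100% = reference cytotoxic drug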
Spn PMK inh – inhibitors of Streptococcus pneumoniae phosphomevalonate kinase; purified PMK, PK/LDH-coupled NADH absorbance 340 nm; inhibition, % at 10 µM; 65,000 tested, 0.49% active;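 active = top-ranked compounds by inhibition in the single 10 µM screen, taking a fixed number of the strongest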;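 also: 0% = full reaction with DMSO carrier and 100% = background rate without enzyme reaction; no value below 0 was filed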
MK inhibit – S. pneumoniae mevalonate kinase inhibition. purified MK, PK/LDH-coupled NADH absorbance 340 nm. inhibition, % at 10 µM. 65,000 tested, 0.48% active. AID 555;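 active = ranked among the strongest by inhibition in the single 10 µM screen, a fixed top-ranked set picked for dose follow-up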; also: no value below 0 was filed
TNAP inhibition – inhibition of tissue-nonspecific alkaline phosphatase – biochemical, luminescent (AID 518); 64,000 tested, 0.09% active; one-dose inhibition, % at 20 µM; IC50 in µM for titrated hits; purified TNAP enzyme, luminescent substrate readout; higher % means a stronger effect; in the data active = a potency from the dose series; inactive = the rest, 99 in 100 with inhibition below about 22%;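 also: plate controls were vehicle for no effect and reference inhibitor for full effect; many of its hits are not listed in these tables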
HT1080 cytotoxicity – HT1080 cell viability loss – fluorescence readout (AID 620); cytotoxicity, % at 10 µM; hits with a dose series show EC50 in µM; HT1080 viability, fluorescence; higher % means a stronger effect; 87,000 tested, 0.42% active;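 also: cells exposed to compound overnight then 4 h with Alamar Blue; 0% = vehicle DMSO and 100% = killing control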
DPM-DC inhibit – S. pneumoniae DPM-DC inhibition. calls only at 10 µM. 65,000 tested, 0.49% active. AID 556. purified DPM-DC, PK/LDH coupled NADH fluorescence;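 active = the 320 compounds with the highest percent inhibition in the single-dose primary screen, excluding strongly autofluorescent ones, cut at about 32% in these data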;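 also: kinetic rate of NADH fluorescence loss reporting ADP formed by the decarboxylase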
Bfl-1 displacement – displacement of Bid BH3 peptide from Bfl-1 – biochemical, fluorescence polarization, FITC-Bid, mouse, primary screen (AID 432); displacement, % at 20 µM, or IC50 in µM where a hit was titrated; FITC-Bid BH3 peptide fluorescence polarization displacement; higher % means a stronger effect; 64,000 tested, 0.02% active; in the data active = a potency from the dose series; inactive = the rest, 99 in 100 with displacement below about 15%; also: strong numbers were not always called active
LYP phosphatase – inhibition of human PTPN22 tyrosine phosphatase – biochemical, DiFMUP fluorescence, recombinant catalytic domain, 10 µM, primary screen (AID 606). recombinant LYP catalytic domain, DiFMUP fluorescence; higher % means a stronger effect. inhibition, % at 10 µM; hits with a dose series show IC50 in µM. 52,000 tested, under 10 active;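 active = IC50 under 40 µM in the dose-response test; inactive = IC50 of 40 µM or more, or never dose-tested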
HPDE-C7K KRASV12 – cytotoxicity in KRAS-transformed pancreatic duct cells, primary screen, cell-based, fluorescence, HTS (AID 431) | HPDE-C7K KRASV12 cells, Alamar Blue viability, 48 h; higher % means a stronger effect | cytotoxicity, % at 10 µM, or EC50 in µM where a hit was titrated | 63,000 tested, 1.7% active;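 active = compounds whose percent cytotoxicity in the single-dose primary screen, scaled between solvent and toxic-drug controls, exceeds 50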;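 also: 0% = DMSO solvent wells and 100% = doxorubicin-treated wells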
Spn PMK inh pilot replicates – recorded beside Spn PMK inh, whose call it bears; inhibition, %; measured here: pilot screen replicates
MK inhibit pilot replicates – further read-out of MK inhibit, marked with its call; inhibition, %; measured here: pilot screen replicates
DPM-DC inhibit pilot screen % – also measured in DPM-DC inhibit; calls as there; inhibition, %; measured here: pilot screen trials
* hit, by the source's call; i = inactive; · = not tested or not shown; + = active, no number. Rule as the data show it, unless noted: active = cytotoxicity above about 50%; inactive = the rest.

SMILES	HPDE-C7 viability	Spn PMK inh	Spn PMK inh pilot replicates	MK inhibit	MK inhibit pilot replicates	TNAP inhibition	HT1080 cytotoxicity	DPM-DC inhibit	DPM-DC inhibit pilot screen %	Bfl-1 displacement	LYP phosphatase	HPDE-C7K KRASV12
COc1cc2nc(N3CCN(C(=O)C4COc5ccccc5O4)CC3)nc(N)c2cc1OC (stereo not given)	10.6%	4.0	1.0	6.0	0.0	7.9%	·	·	·	-2.5%	·	43.4%
c1ccc2c(CC3=NCCN3)cccc2c1	-8.9%	5.0	4.5	5.0	0.0	7.4%	-7.5%	i	2.5	-15.1%	20.0%	-2.5%
CC1=NN(c2ccccc2)C(=O)C1	-5.3%	0.0	0.0	53.0*	+	9.6%	-7.8%	i	0.0	-1.8%	15.1%	-0.3%
COc1ccc(CN(CCN(C)C)c2ccccn2)cc1	-17.4%	11.0	5.0	8.0	3.0	12.0%	-6.3%	i	1.0	5.9%	15.4%	3.4%
COc1ccccc1OCC(O)COC(N)=O (stereo not given)	-14.8%	1.0	0.5	8.0	0.0	15.7%	10.5%	i	0.5	-0.7%	10.9%	-4.7%

Quoted at random: two records from the list, in no set order.
SMILES	HPDE-C7 viability	Spn PMK inh	Spn PMK inh pilot replicates	MK inhibit	MK inhibit pilot replicates	TNAP inhibition	HT1080 cytotoxicity	DPM-DC inhibit	DPM-DC inhibit pilot screen %	Bfl-1 displacement	LYP phosphatase	HPDE-C7K KRASV12
c1ccc2c(CC3=NCCN3)cccc2c1	-8.9%	5.0	4.5	5.0	0.0	7.4%	-7.5%	i	2.5	-15.1%	20.0%	-2.5%
COc1ccc(CN(CCN(C)C)c2ccccn2)cc1	-17.4%	11.0	5.0	8.0	3.0	12.0%	-6.3%	i	1.0	5.9%	15.4%	3.4%

Compound profiles, as listed above.
c1ccc2c(CC3=NCCN3)cccc2c1 is entered as HPDE-C7 viability = -8.9%; Spn PMK inh = 5.0; Spn PMK inh pilot replicates = 4.5; MK inhibit = 5.0; MK inhibit pilot replicates = 0.0; TNAP inhibition = 7.4%; HT1080 cytotoxicity = -7.5%; DPM-DC inhibit = i; DPM-DC inhibit pilot screen % = 2.5; Bfl-1 displacement = -15.1%; LYP phosphatase = 20.0%; HPDE-C7K KRASV12 = -2.5%
COc1cc2nc(N3CCN(C(=O)C4COc5ccccc5O4)CC3)nc(N)c2cc1OC (stereo not given) is entered as HPDE-C7 viability = 10.6%; Spn PMK inh = 4.0; Spn PMK inh pilot replicates = 1.0; MK inhibit = 6.0; MK inhibit pilot replicates = 0.0; TNAP inhibition = 7.9%; HT1080 cytotoxicity = ·; DPM-DC inhibit = ·; DPM-DC inhibit pilot screen % = ·; Bfl-1 displacement = -2.5%; LYP phosphatase = ·; HPDE-C7K KRASV12 = 43.4%

Not all compounds are listed. The share of hits here may be higher or lower than overall.
